Assay outcomes from PubChem.
DT40 TDP1 CPT = DT40-hTDP1 cell growth loss with CPT | hit rate 12% among 420,000 | Potency, µM (highest dose often 46.2 µM), without a hit: at the highest dose activity change, negative = growth inhibition, hits mostly inhibitors | AID 686979 | chicken DT40 Tdp1-/-;hTDP1 cells + 20 nM CPT, ATP luminescence, 48 h; further: nearly all actives have a fitted effect of over 55% in size
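Chicken DT40 Tdp1-/- cells stably complemented with human TDP1 were seeded at 400 cells/well in medium containing 20 nM camptothecin, exposed to pin-transferred compounds, and grown at 37 °C for at least 48 hr. Viability was read as ATP luminescence.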
GCN5L2 inh = blocks human GCN5L2 histone acetyltransferase; Q92830; GCN5L2 HAT assay, ThioGlo1 CoA-SH fluorescence; AID 504327; hit rate 0.21% among 390,000; Potency, µM (series often up to 58.9 µM), for the others: top-dose activity change, negative = inhibition, usual class: inhibitors
Target sequence (Q92830 whole entry, looked up): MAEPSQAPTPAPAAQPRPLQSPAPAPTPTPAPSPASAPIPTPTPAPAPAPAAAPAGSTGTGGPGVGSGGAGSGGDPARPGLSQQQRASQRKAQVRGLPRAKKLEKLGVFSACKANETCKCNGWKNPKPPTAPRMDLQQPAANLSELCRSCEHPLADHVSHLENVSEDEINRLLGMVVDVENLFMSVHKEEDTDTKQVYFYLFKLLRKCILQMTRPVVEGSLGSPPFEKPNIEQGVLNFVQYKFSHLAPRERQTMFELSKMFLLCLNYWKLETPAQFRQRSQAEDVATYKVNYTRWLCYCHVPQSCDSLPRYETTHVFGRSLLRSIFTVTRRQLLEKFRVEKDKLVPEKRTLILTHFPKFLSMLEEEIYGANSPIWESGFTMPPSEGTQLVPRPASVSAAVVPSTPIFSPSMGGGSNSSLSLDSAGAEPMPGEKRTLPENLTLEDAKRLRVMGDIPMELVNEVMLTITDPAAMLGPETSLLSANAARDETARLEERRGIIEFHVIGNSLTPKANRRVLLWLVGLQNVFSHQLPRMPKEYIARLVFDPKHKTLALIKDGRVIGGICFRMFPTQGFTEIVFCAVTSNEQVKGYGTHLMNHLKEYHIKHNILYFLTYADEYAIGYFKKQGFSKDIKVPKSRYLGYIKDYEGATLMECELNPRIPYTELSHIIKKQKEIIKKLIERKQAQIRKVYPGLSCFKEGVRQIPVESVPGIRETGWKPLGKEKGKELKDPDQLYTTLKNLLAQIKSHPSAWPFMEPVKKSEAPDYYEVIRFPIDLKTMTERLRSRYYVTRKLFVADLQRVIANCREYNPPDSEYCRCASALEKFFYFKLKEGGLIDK
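qHTS, 1536-well. 20nM enzyme, pH 7.5 HEPES/EDTA/Tween-20 buffer; 15 min compound preinc., RT. Start: 75uM H3(1-25), 70uM AcCoA, 50uM ThioGlo1. Read Ex340/Em540 at t=0 (autofluorescence flag) and t=20 min.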
DT40 TDP1 no CPT = qHTS for Inhibitors of human tyrosyl-DNA phosphodiesterase 1 (TDP1): qHTS in cells in absence of CPT; AID 686978, 2013; DT40 Tdp1-/- hTDP1 cells, no CPT, ATP luminescence, 48 h; hit rate 15% among 420,000; Potency, µM (titrated, usually from 46.2 µM), without a hit: top-dose activity change, negative = growth inhibition, hits mostly inhibitors; further: nearly all actives have a fitted effect of over 55% in size
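No-CPT arm: Tdp1-/-;hTDP1 DT40 cells (400/well) plus compounds, incubated ≥48 hr at 37 °C. Readout CellTiter-Glo luminescence.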
* = called active by the depositor; ? = inconclusive; . = not tested or not shown; [ ] = dose if it differs, or a comment. The call rests on the fitted dose curve; in most records, active means well fitted curve in the direction sought with a large enough effect; inconclusive means small, poorly fitted or top-dose-only effect, or another doubt; inactive means no such curve, though single readings can be large; an effect the other way counts as inactive or inconclusive. On the % scale 0 is the no-effect control and ±100 the full control effect; potency means the concentration at half of the fitted maximal effect.

The line under a structure holds: DT40 TDP1 CPT, GCN5L2 inh, DT40 TDP1 no CPT
> O=C(O)c1ccc(Oc2ccc([N+](=O)[O-])cc2)c([N+](=O)[O-])c1
 : 0%, ., -16%
> COc1ccc(S(=O)(=O)Nc2cccc(N(C)S(C)(=O)=O)c2)cc1Br
 : ?, 2%, 21µM*
> CCOc1ccc(CNC(=O)CCS(=O)(=O)c2cc3c4c(c2)CCN4C(=O)CC3)cc1
 : -8%, -5%, -14%
> CCOCCn1c(CN2CCC(Cc3ccccc3)CC2)nc2c1c(=O)n(C)c(=O)n2C
 : 18µM*, -3%, 11µM*
> COc1ccc(C)cc1NC(=O)c1[nH]c(C)c(C(C)=O)c1C
 : -28%, -15%, ?
> COC(=O)c1sc(N2C(=O)c3oc4ccc(C)cc4c(=O)c3C2c2ccc(O)c(OC)c2)nc1C (stereo unspecified)
 : ?, 2%, ?
> COCCNC(=O)Cn1c(=O)n(CCCC(=O)NCc2ccc3c(c2)OCO3)c(=O)c2sccc21
 : -1%, 1%, -4%
> COc1ccc(-c2nc3ccc(Br)cn3c2Cc2ccc(C)cc2)cc1OC
 : ?, ., ?
> Cc1cc(C(=O)OCc2nc3ccccc3s2)c(C)o1
 : -27%, ., -5%
> COCCn1c(SCC(=O)NC(C)c2ccc(F)cc2)nc2ccccc21 (stereo unspecified)
 : -9%, -8%, -20%
> CC(C)CNC(=O)c1ccc2c(c1)C(=O)N(Cc1ccco1)C2=O
 : 2%, -10%, 2%
> Cc1nn(Cc2ccccc2Cl)c2sc(C(=O)Nc3ccccc3N3CCOCC3)cc12
 : 10µM*, -12%, ?
> Oc1ccc(Cl)cc1C1=NNC(c2cc(Br)cc3c2OCOC3)C1 (stereo unspecified)
 : ?, -5%, ?
> Cc1cccc(NC(=S)NC2CC3CCC(C2)N3Cc2ccco2)c1C (stereo unspecified)
 : -28%, -2%, -7%
> Cc1cc2nc(-c3cccc(NC(=O)COc4ccc(Cl)c(C)c4)c3)oc2cc1C
 : -28%, -6%, -16%
> CC(=O)Nc1ccc(S(=O)(=O)NCCC(=O)Nc2ccc(C)c(F)c2)cc1
 : 5%, -2%, -11%
> CC1CCC(NC(=O)C2CCC(CNS(=O)(=O)c3cccc4nsnc34)CC2)CC1 (stereo unspecified)
 : -29%, -1%, ?
> CCOc1ccccc1CNc1nc2ccccc2n1C
 : -31%, -14%, ?
> CN(CC(=O)Nc1ccc(N2CCOCC2)cc1)Cc1c(O)ccc2ccccc12
 : 7%, -6%, -21%
> Cc1c(O)ccc(C(=O)CN2CCN(c3ccccc3)CC2)c1O
 : ?, -6%, 23µM*
> CN1CCN(CCNC(=O)Nc2ccc([N+](=O)[O-])cc2)CC1
 : -8%, -5%, -27%
> O=S(=O)(c1ccc2c(c1)OCO2)N1CCN(c2nc(-c3cccs3)nc3ccccc23)CC1
 : ?, ., ?
> COc1ccc(-c2noc(CCC(=O)N(C)c3cccc(C)c3)n2)cc1
 : ?, -3%[0.501 µM], ?
> COc1ccc(C(=O)N=c2sc3ccccc3n2C)cc1
 : -13%, -5%, ?
> Cc1cccc(OCCNC(=O)c2ncn[nH]2)c1
 : -5%, -7%, -10%
> Cc1ccc(NC(=S)NCC2CCN(C(C)c3ccccc3)C2)cc1C (stereo unspecified)
 : 23µM*, -1%, 16µM*
> COc1ccc(-n2c(C)nnc2SCC(=O)N2CCOCC2)cc1
 : 23%, -4%, 2%
> O=C(NNC1=C(C(=O)C(F)(F)F)CCC1)c1ccncc1
 : 1.6µM*, -9%, 1.6µM*
> CCC(NC(=O)C1CCC1)c1ccc(C)cc1 (stereo unspecified)
 : -19%, 2%, -19%
> CC(=O)Oc1ccc2c(c1)CCC1C2CC[C@]2(C)C(=O)CCC12 (stereo partly specified)
 : 3%, 3%, -9%
> NC(=O)C1C2CCC(C2)C1C(N)=O (stereo unspecified)
 : ?, ., -19%
> CCCCNC(=O)C[C@@H]1C[C@@]2(C(=O)OCC)CCC=C2N(Cc2ccco2)C1=O
 : -11%, ., -11%
> Cc1ccc(N(CC(O)Cn2c3ccccc3c3ccccc32)S(=O)(=O)c2ccc(F)cc2)cc1 (stereo unspecified)
 : ?, -4%, 21µM*
> Cn1cccc1CC(=O)NNC(=S)NC(=O)c1ccc(F)cc1
 : ?, ?, ?
> COc1ccc(-c2nc(SCC(=O)NCCCc3ccccc3)n[nH]2)cc1
 : 16µM*, -5%, 21µM*
> Cc1ccccc1NC(=O)C1CCN(C(=O)NC2CCCCC2)CC1
 : 17%, 3%, -5%
> CCC(=O)N1CCN(c2ccnc3cc(Cl)ccc23)CC1
 : ?, -14%, ?
> O=C(CSc1nnc(Cc2ccccc2)o1)NCCc1ccccc1
 : -18%, ., 2%
> CN1CCN(C(c2ccc(F)cc2)c2sc3nc(-c4ccco4)nn3c2O)CC1 (stereo unspecified)
 : -16%, -5%, -7%
> Cc1ccc(S(=O)(=O)NCCC(=O)Nc2ccc(S(=O)(=O)NC(C)C)cc2)cc1
 : -6%, -1%, -18%
> Cc1nc2cc(C(F)(F)F)ccc2n1CCNc1nc(-c2cc(Cl)c(N)c(Cl)c2)cs1
 : 23µM*, 2%, ?
> CCOc1ccc(NC(=O)C2CCCN(S(=O)(=O)c3ccc4c(c3)CC(C)N4C(C)=O)C2)cc1 (stereo unspecified)
 : ?, -4%, -19%
> Cc1ccc2[nH]c3c(c2c1)CN(C(=O)CN1CCN(c2ccccn2)CC1)CC3
 : -17%, 0%, ?
> O=C(Nc1ccccc1)NC1CCCc2ccccc21 (stereo unspecified)
 : ?, -9%, 18µM*
> COc1ccc(COC(=O)c2sc3nc4n(c(=O)c3c2C)CCC4)cc1
 : -2%, 0%, ?
> Cc1cc(C)n2c(Nc3ccc4c(c3)OCCO4)c(-c3ccc(Cl)cc3)nc2n1
 : ?, -16%, ?
> CC1=NN(c2nc3ccccc3s2)C(O)(C(F)(F)F)C1 (stereo unspecified)
 : 6%, -13%, 4%
> COC(=O)c1cc(NC(=O)CCc2c(C)nc3nc(C)nn3c2C)cc(C(=O)OC)c1
 : 1%, -2%, -30%
> CCSc1nnc(NC(=O)CC(C)C)s1
 : -2%, -9%, 5%
> CN(CC(=O)N(CCO)Cc1ccccc1)S(=O)(=O)c1ccc2c(c1)c(=O)n(C)c(=O)n2C
 : -4%, -1%, -1%
> Cc1cccc(C)c1NC(=O)CSCc1cnn(-c2ccccc2)c1-n1cccc1
 : 10µM*, -4%, 10µM*
> C[C@H](CO)N1C[C@H](C)[C@@H](CN(C)C(=O)Nc2ccccc2)Oc2ccc(NS(=O)(=O)c3ccc(F)cc3)cc2C1=O
 : 17%, -3%, -12%
> O=C(NC1CCCCC1)c1cc2cc(Br)ccc2o1
 : ?, 2%, ?
> CCn1c(C2CCN(Cc3ccccc3)CC2)n[nH]c1=S
 : -2%, 0%, -4%
> NS(=O)(=O)c1ccc(CNC(=S)NC2CCCCC2)cc1
 : -1%, 1%, -2%
> COc1ccc(NC(=O)c2cnc(SC)nc2)cc1
 : 15µM*, -3%, 12µM*
> CN(CCOc1ccccc1)C(=O)C1CCC(=O)N(CCCN2CCCC2=O)C1 (stereo unspecified)
 : 5%, 0%, 8%
> CC(C)(C)C(=O)Cn1c(=O)n(-c2ccc(Cl)c(Cl)c2)c(=O)c2c3c(sc21)CCCC3
 : ?, 0%, -9%
> Cc1ncsc1CCC(=O)N1CCCC(C(=O)c2cccc(Cl)c2)C1 (stereo unspecified)
 : ?, -12%, ?
> NC(=O)CC(NC(=O)Cc1ccc(Br)cc1)c1ccc(N2CCC(Cc3ccccc3)CC2)c([N+](=O)[O-])c1 (stereo unspecified)
 : ?, 2%, 23µM*

The listing continues:
The line under a structure holds: DT40 TDP1 CPT, GCN5L2 inh, DT40 TDP1 no CPT
> CCCn1c(Sc2nnnn2-c2ccccc2)n[nH]c1=O
 : 1%, -4%, -5%
> COC(=O)C1C(=O)NCC1c1ccc(C)cc1 (stereo unspecified)
 : 9%, 0%, -5%
> COc1cc(OC)c(NC(=O)Cc2c(C(=O)O)c(C)cn2C)cc1Cl
 : -3%, -3%, 4%
> COc1cccc(Nc2ccc(C(=O)O)cc2N)c1
 : 5%, -9%, 1%
> COc1ccccc1/C=C/CN1CCC(CO)(Cc2ccccc2)CC1
 : -38%, 4%, ?
> CN(C)S(=O)(=O)c1ccc(C(=O)N2CCN(S(=O)(=O)c3cccs3)CC2)cc1
 : -3%, 2%, -24%
> COc1ccc(S(=O)(=O)NCc2ccccn2)cc1NC(=O)c1ccccc1F
 : 2.3µM*, -2%, 2.6µM*
> O=C(Nc1ccc(F)c(Cl)c1)N1CC=C(c2c[nH]c3ccccc23)CC1
 : 23µM*, -2%, 16µM*
> COc1ccc(CNC(=O)Cn2nnc(-c3ccc(S(C)(=O)=O)cc3)n2)cc1
 : 2%, 4%, 3%
> C/C(=N\NC(=O)Cc1ccc(Cl)cc1)c1ccccn1
 : 1.5µM*, -13%, 2.3µM*
> CC(=O)Nc1ccc2nc(NC(=O)c3cccs3)sc2c1
 : -17%, 2%, -26%
> CCN1CCN(c2cc(C)c3cc(NC(=O)c4cc(Cl)ccc4OC)ccc3n2)CC1
 : 4.6µM*, -20%, 4.1µM*
> Cc1c(Cl)cn2c(=O)cc(CN3CCN(c4ccccc4)CC3)nc2c1Cl
 : -20%, -15%, ?
> CSc1cccc(NC(=O)CCn2c(=O)c3cccn3c3cccnc32)c1
 : -26%, -7%, -30%
> O=c1c(-c2ccc(F)cc2)coc2cc(O)ccc12
 : ?, -13%, -17%

3 entries already listed, sorted by heavy-atom count, descending:
The line under a structure holds: DT40 TDP1 CPT, GCN5L2 inh, DT40 TDP1 no CPT
> COc1ccc(C(=O)N=c2sc3ccccc3n2C)cc1
 : -13%, -5%, ?
> Cc1cccc(OCCNC(=O)c2ncn[nH]2)c1
 : -5%, -7%, -10%
> CCC(NC(=O)C1CCC1)c1ccc(C)cc1 (stereo unspecified)
 : -19%, 2%, -19%

Further records follow:
The line under a structure holds: DT40 TDP1 CPT, GCN5L2 inh, DT40 TDP1 no CPT
> COc1ccc(S(=O)(=O)NC(=O)C2(C)CCN2C(=O)Cc2ccccc2Cl)cc1OC (stereo unspecified)
 : -15%, ., -3%
> COc1cc(N)c2ncccc2c1Cl
 : ?, ., -18%
> Cc1ccc(C)c(NC(=O)Cn2c(=O)n(-c3ccccc3C)c(=O)c3c2c2cc(C)ccc2n3C)c1
 : ?, -5%, -10%
> CCC(=O)N1COC[C@@H]1Cc1ccccc1
 : 0%, -9%, -11%
> O=C1CC(c2nc3ccccc3[nH]2)CN1Cc1ccccc1 (stereo unspecified)
 : -1%, 2%, -2%
> N#Cc1c(/N=C/c2ccc(Br)s2)sc2c1CCC2
 : -17%, -1%, ?
> CCn1c(SCC(=O)c2ccc(O)c(O)c2)nnc1-c1ccc(C)cc1
 : 23µM*, -4%, ?
> NS(=O)(=O)c1ccc(CCNC(=O)c2ccc(Br)s2)cc1
 : 15%, -4%, -12%
> O=C(CN1C(=O)CSc2ccc(S(=O)(=O)N3CCCCC3)cc21)NCc1ccc(F)cc1Cl
 : 23µM*, -9%, ?
> COc1ccc(C(=O)c2c(N)c(-c3nc(-c4ccc5c(c4)OCO5)cs3)c3ccccn23)cc1
 : -10%, -10%, -16%
> CCOC(=O)C1CCN(C(=O)CN(c2ccc3c(c2)OCCO3)S(C)(=O)=O)CC1
 : -14%, -2%, 6%
> O=C(COC(=O)c1ccc(Cl)c(S(=O)(=O)N2CCOCC2)c1)NCc1ccco1
 : -19%, -4%, -27%
> COc1ccc(CC(=O)NO)cc1OC
 : 0%, ., -4%
> Cc1ccccc1-c1nnc(CN2CCN(c3ccccn3)CC2)o1
 : -16%, -8%, -15%
> CC1(C)Cc2[nH]c(=S)c(C#N)cc2CO1
 : -24%, ?, -26%
> CCOc1ccc(CC(=O)Nc2c(C(=O)Nc3ccccc3)oc3ccccc23)cc1OCC
 : ?, 0%, ?
> Cc1ccc(S(=O)(=O)NC(=NC(C)C(=O)O)c2ccccc2)cc1 (stereo unspecified)
 : 1%, -13%, 7%
> Brc1ccc(C2C=Cc3ccccc32)cc1 (stereo unspecified)
 : ?, ., ?
> COCC(=O)N(C)C[C@H]1Oc2cc(C#Cc3cccnc3)ccc2S(=O)(=O)N([C@H](C)CO)C[C@H]1C
 : -5%, ., ?
> Cc1oc2cc(O)ccc2c(=O)c1-c1cnn(-c2ccccc2)c1
 : -25%, -4%, ?
> COc1cc2c(cc1Cl)C(=O)C(F)(c1ccccc1)C(=O)N2 (stereo unspecified)
 : ?, ?, ?
> Cc1ccc2c(c1C)NC(C)CC2C (stereo unspecified)
 : -1%, -19%, -27%
> CCc1cccc(NC(=O)Cn2c(=O)ccc3cc(S(=O)(=O)N4CCC(C)CC4)ccc32)c1
 : 18µM*, 0%, 16µM*
